Assay outcomes: PubChem BioAssay, Sanford-Burnham Center for Chemical Genomics
H9c2 TAG inh – inhibitors of triacylglycerol accumulation. H9c2 cells, Nile Red lipid (TAG) fluorescence; cells loaded with 200 µM oleic acid. inhibition, % at 12.5 µM. 0.66% of 230,000 active. AID 651582;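 active means pattern-corrected inhibition of lipid staining of at least 50% with the nuclear-stain viability signal not falling by more than 50%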;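 further: 0% = DMSO wells and 100% = triacsin C control wells; some results filed as inactive read as strong as hits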
H9c2 TAG inh DAPI viability – also measured in H9c2 TAG inh; calls as there; DAPI nuclei signal change (viability), lower = more cytotoxic, %;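 whole-well DAPI fluorescence read on a plate reader as a viability signal; minus 50 percent equals half of cells still viable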
Starred values were filed as active, the others as inactive. An excerpt. The share of hits here may be higher or lower than overall.

SMILES	H9c2 TAG inh	H9c2 TAG inh DAPI viability
CC1CCCCC1NC(=O)COC(=O)COc1ccccc1F (stereo not given)	-6	1
Cc1ccc(C2(C)NC(=O)N(CC(=O)c3ccc4c(c3)OCCO4)C2=O)cc1 (stereo not given)	6	2
CCOC(=O)CNC(=O)N1C[C@H]2CON(C)[C@H]2C[C@H]1c1ccccc1Br	1	-2
CN1C(c2ccccc2)CC(=NO)CC1c1ccccc1 (stereo not given)	0	-6
CC1(C)Oc2cc3oc(=O)ccc3cc2C[C@@H]1O	7	11
COc1ccc(S(=O)(=O)N(C)C[C@H]2Oc3c(NC(=O)NC4CCCCC4)cccc3C(=O)N([C@H](C)CO)C[C@@H]2C)cc1	-3	0
Cc1ccc2cc(C#N)c(N3CCCN(C(=S)NCCCN(C)C)CC3)nc2c1	8	10
O=C(CN1C(=O)NC(c2ccccc2)(c2ccccc2)C1=O)N1CCCCC1	-12	-3
O=C(Cn1nc(-c2cccc(Cl)c2)ccc1=O)Nc1ccccc1Br	-2	-6
C=CCOC(=O)/C(=C\c1ccccc1)NC(=O)c1ccc(C)cc1	-16	-2
COc1ccc(CNC(=O)c2ccc(C)o2)cc1	9	2
Cc1cc(C(C)c2ccccc2)c(O)c(CN2CCOCC2)c1C (stereo not given)	4	-7
CC(C)(C)NC(=O)COC(=O)c1cc(S(=O)(=O)N2CCCCC2)ccc1N1CCOCC1	3	0
CC1CC(C)CN(C(=O)c2cccc3c2-c2ccccc2C3=O)C1 (stereo not given)	-4	4
CN(C)C(CNC(=O)c1cccnc1Sc1ccccc1)c1ccco1 (stereo not given)	1	6
CCN(CC)S(=O)(=O)c1ccc(C)c(NC(=S)N2CCN(C/C=C/c3ccccc3)CC2)c1	-13	2
O=C(NC(=S)Nc1ccc(S(=O)(=O)N2CCCC2)cc1)C1CC1	-11	-1
Cc1cc(C)n2nc(SCc3cc(=O)oc4ccc5ccccc5c34)nc2n1	-20	17
CCOC(=O)C1CCCN(CCC(=O)Nc2ccc(Br)cc2)C1 (stereo not given)	-2	-10
C/C(CCC1CC(C)(C)OC1=O)=N\NC(N)=S (stereo not given)	-18	-5
CC1C(C#N)=C(SCC(N)=O)NC2=C1C(=O)CC(C)(C)C2 (stereo not given)	0	-7
CC(C)NCCOCCOc1ccccc1F	-7	1
O=C(CCCCCn1c(=O)[nH]c2ccsc2c1=O)NCc1ccc2c(c1)OCO2	-30	-8
COc1ccc(CC(=O)Nc2ccc3c(c2)CCC3)cc1OC	10	12
Cc1cc(C)cc(NC(=O)COc2coc(CN3CCN(c4ccccc4)CC3)cc2=O)c1	-7	-9
CCN(CC(=O)Nc1ccc(OC)cc1)C(=O)c1cc(S(=O)(=O)N(C)C)ccc1N1CCCC1	5	2
O=[N+]([O-])c1cccc2c(N3CCCC3)ccnc12	71	-50
COc1ccc(OCC(=O)NCc2n[nH]c(=O)c3ccccc23)cc1	11	-10
Cc1ccc(CNC(=O)C2CC(=O)N(C3CCCC3)C2)cc1 (stereo not given)	-8	-9
NC(Cc1ccc(F)cc1)c1csc(Nc2cc(NCc3ccco3)ncn2)n1 (stereo not given)	32	8

An excerpt from above in order of count of non-hydrogen atoms, low to high.
SMILES	H9c2 TAG inh	H9c2 TAG inh DAPI viability
CC1C(C#N)=C(SCC(N)=O)NC2=C1C(=O)CC(C)(C)C2 (stereo not given)	0	-7
CCN(CC)S(=O)(=O)c1ccc(C)c(NC(=S)N2CCN(C/C=C/c3ccccc3)CC2)c1	-13	2
CCN(CC(=O)Nc1ccc(OC)cc1)C(=O)c1cc(S(=O)(=O)N(C)C)ccc1N1CCCC1	5	2

(list continues)
SMILES	H9c2 TAG inh	H9c2 TAG inh DAPI viability
COc1cccc(=O)c2c(C)n(-c3ccc(C(=O)O)cc3)c(C)c12	4	-4
O=C(O)c1ccc(Cl)c(NCc2cccs2)c1	5	1
c1ccc(COc2ccc(OCCCn3cncn3)cc2)cc1	21	-1
Cc1ccccc1-n1c(SCC(=O)c2cc(C)n(C)c2C)nnc1-c1ccncc1	8	-5
COC(=O)COc1ccc(C)cc1-n1nc2ccccc2n1	3	-6
Cc1ccc(N(C(=O)c2csnn2)C(C(=O)NC(C)(C)C)c2cccnc2)cc1C (stereo not given)	-9	-1
COc1cc(OC)c2c(-c3cccc(-c4ccc(O)cc4)c3)cc(=O)oc2c1	-26	0
COc1ccc(/C(N)=N/OC(=O)c2ccc(OC)c([N+](=O)[O-])c2)cc1OC	0	5
O=C(Nc1ncc(Cc2ccccc2)s1)C1CCCO1 (stereo not given)	-4	1
CN(C)S(=O)(=O)Oc1ccc(C(=O)Nc2cccc(Cl)c2)cc1	4	-1
CCCOc1cccc(NC(=O)c2c(-c3ccccc3)noc2C)c1	6	-2
CCOC(=O)[C@H]1[C@H]2COc3ccc(C)cc3[C@@H]2N2C(=O)CN(Cc3ccc(Cl)cc3)C(=O)[C@@]12C	9	9
COc1ccc(C)cc1NC(=O)c1ccc(S(=O)(=O)N2CCOCC2)cc1	20	-11
COc1cc2c(cc1OC)-c1cc(Nc3ccc4c(c3)OCCO4)nc(=O)n1CC2	9	0
CC1CC(C)CN(S(=O)(=O)CCNC(=O)c2ccc3c(c2)OCO3)C1 (stereo not given)	-11	4
Cc1cc(/C=C2/NC(=O)N(Cc3ccccc3F)C2=O)c(C)n1C(C)C	15	0
CCC(CC)NC(=O)COC(=O)CCC(=O)c1cccs1	-10	-5
COc1ccc(C)cc1S(=O)(=O)N1CCCC(C(=O)NCc2ccccn2)C1 (stereo not given)	10	-4
C/C(=N\NC(=O)c1cc(C)oc1C)c1ccc(N2CCOCC2)cc1	-13	8
CN(CCOc1ccc(Cl)cc1)C(=O)c1cccc(S(=O)(=O)N2CCN(c3ccc(F)cc3)CC2)c1	-35	-1
NC(=O)c1ncn([C@@H]2O[C@H](CNCc3cnc(N4CCOCC4)nc3)[C@@H](O)[C@H]2O)n1	-16	4
CC(=O)c1cccc(NC(=O)CCNS(=O)(=O)c2cccc3nsnc23)c1	-1	7
Cc1ccc2oc(=O)n(CCOc3ccccc3)c2c1	11	0
O=C(COC(=O)C1CCCCC1)NCCc1ccccc1	-6	7
COc1ccc(Cl)cc1S(=O)(=O)N1CCN=C1C	-7	5
CCOC(=O)N1CCC(n2c(SCC(=O)NCc3ccccc3)nc3ccccc3c2=O)CC1	14	-10
CCCC(O)(CCC)C(=O)NNc1ccc(C)cc1	-4	5
Cc1oc(-c2ccccc2F)nc1CS(=O)(=O)CC(=O)NCCN(C)C1CCCCC1	-4	-10
O=C(CSc1nc2c([nH]c3ccccc32)c(=O)n1-c1ccccc1)NCC1CCCO1 (stereo not given)	0	-4
COc1ccc(Oc2ncccc2NC(=O)c2cccc(C)c2C)cc1	-37	2
CCCN(C(=O)c1ccccc1Cc1ccccc1)C1CCS(=O)(=O)C1 (stereo not given)	-22	-6
Cc1ccc(C(=O)CSc2nnc(CNc3ccc(F)cc3)o2)cc1	-6	-4
CC(C#N)Sc1nnc(Nc2ccccc2)s1 (stereo not given)	-18	7
CC(=O)c1cccc(NC(=O)CN(C)S(=O)(=O)c2ccc3c(c2)CCC(=O)N3)c1	-1	1
Cc1ccc(-c2noc(CCC(=O)NCCCN3CCN(c4cccc(Cl)c4)CC3)n2)cc1	10	9
CCOC(=O)N=S(=O)(Oc1ccc([N+](=O)[O-])cc1)c1ccc(Cl)cc1 (stereo not given)	10	8
C/C(=N\OC(=O)c1ccc(C)cc1)c1sc(C)nc1C	-1	2
Cc1cc(C(F)F)n2nc(C(=O)Nc3cc(C)on3)nc2n1	-1	4
C/C(=N/NC(=O)c1ccc(-c2ccccc2)cc1)c1cccc(O)c1	20	-3
CC(OC(=O)C1CSC2(C)CCC(=O)N12)C(=O)Nc1cccc(C#N)c1 (stereo not given)	-4	3
Cc1cccc(C(=O)Nc2cccc(S(=O)(=O)NCc3ccco3)c2)c1	26	-10
Cc1cc(Nc2ccc(Cl)cc2)n(-c2cccc(Cl)c2)n1	-28	23
Cc1cc(NC(=O)CSc2nnc(CNC(=O)c3cccc(C(F)(F)F)c3)o2)no1	-12	3
COc1cccc(CN(C)C(=O)c2cccc(OC3CCN(C4CCCC4)CC3)c2)c1	-30	3
COc1ccc(OCC(=O)N/N=C(\C)c2ccc(OC)cc2)cc1	-10	-2
Cc1cccc(C)c1NC(=S)N(CCN(C)C)C(C)c1ccccn1 (stereo not given)	4	3
COCCCNC(=O)C[C@H]1C[C@H](C(=O)N2CCOCC2)[C@@]2(C)c3[nH]c4cc(CCC(=O)N(C)C)ccc4c3CCN2C1=O	-8	4
Cc1cc(C)c(NC(=O)CNC(=O)COC(=O)Cc2cccs2)c(C)c1	-2	1
CCOC(=O)c1cnn(-c2nc(-c3ccc(C)cc3)cs2)c1C(F)(F)F	-72	7
Cc1cc(C)nc(N/N=C/c2cn[nH]c2-c2ccccc2)n1	-3	2
Cc1nc(C)c(C(=O)N2CCCC(CCC(=O)NCc3ccc(F)c(F)c3)C2)s1 (stereo not given)	-8	-2
O=C(Nc1nccs1)c1cc2c(s1)CCCCC2	-29	9
COc1cccc(-c2ncc3ccccc3c2COC(=O)N(C)C)c1	-6	6
Cc1nc(C)c(C(=O)OCC(=O)NCCc2ccc(F)cc2)s1	-4	-1
CC(=O)OCC(=O)NCCCOc1cccc(CN2CCCCC2)c1	14	-6
Cc1ccc(-c2c3c(=O)n(C)c(=O)n(C)c3cn2-n2cnnc2)cc1	5	9
CCN(C(=O)COC(=O)c1c2c(nc3ccccc13)CCC2)c1c(N)n(Cc2ccccc2)c(=O)[nH]c1=O	-4	-6
COc1ccc(NC(=O)c2ccccc2C)cc1	2	10
CCN1CCN(CC(O)COc2ccc(C)c(C)c2)CC1 (stereo not given)	12	10
CCOC(=O)C1CCN(C(C(=O)NC2CCCC2)c2ccc(C)cc2)CC1 (stereo not given)	-20	-5

Some of the entries above in a different format:
compound,H9c2 TAG inh,H9c2 TAG inh DAPI viability
Cc1cc(C)nc(N/N=C/c2cn[nH]c2-c2ccccc2)n1,-3,2
Cc1nc(C)c(C(=O)N2CCCC(CCC(=O)NCc3ccc(F)c(F)c3)C2)s1 (stereo not given),-8,-2
O=C(Nc1nccs1)c1cc2c(s1)CCCCC2,-29,9
COc1cccc(-c2ncc3ccccc3c2COC(=O)N(C)C)c1,-6,6
Cc1nc(C)c(C(=O)OCC(=O)NCCc2ccc(F)cc2)s1,-4,-1
CC(=O)OCC(=O)NCCCOc1cccc(CN2CCCCC2)c1,14,-6

The list goes on.
SMILES	H9c2 TAG inh	H9c2 TAG inh DAPI viability
COC(=O)c1ccccc1NC(=O)c1ccc(-c2cccc(Cl)c2)o1	1	14
CC1CN(c2ccccc2)NC1=O (stereo not given)	-9	-8
O=C(NNC(=O)C12CC3CC(CC(O)(C3)C1)C2)c1ccccc1O	-18	-22
COc1ccccc1CC(=O)c1ccccc1OC	-3	-1
COc1ccc(C(=O)C2CCCN(Cc3sc(N4CCCC4)nc3Cl)C2)c(OC)c1 (stereo not given)	-27	16
COc1ccc(C2(C(=O)Nc3ccc(C)cc3)CCOCC2)cc1	-2	8
COc1ccc(-c2coc3cc(O)c(OC)cc3c2=O)cc1	-3	2
COc1ccccc1CCC(=O)N(C)CC(=O)Nc1ccc(F)cc1	-2	7
Cc1ccc2nc(SCC(=O)Nc3cccc4ccccc34)nc(=O)n2c1	-3	4
O=C(Nc1nc(-c2cccnc2)cs1)c1ccccc1F	5	0
Cc1nnc(N(Cc2ccco2)C(=O)c2ccc(C#N)cc2)s1	0	-6
COc1ccc(C(=O)N/N=C(/C)c2cccc(NC(=O)c3ccccc3F)c2)cc1	2	8
CCN(CC)c1ccc(C(=O)NNC(=O)CCl)cc1	22	-2
[O-]/C(=C(\C(=S)Nc1cccc2ccccc12)[n+]1ccccc1)c1ccc(OC(F)F)cc1	-8	23
Cc1ccc(S(=O)(=O)N2CCC(=O)CC2c2ccccc2)cc1 (stereo not given)	-6	-5

Entries of single compounds, looked up by structure.
`O=C(NC(=S)Nc1ccc(S(=O)(=O)N2CCCC2)cc1)C1CC1` is listed as H9c2 TAG inh = -11; H9c2 TAG inh DAPI viability = -1
`CCN(CC(=O)Nc1ccc(OC)cc1)C(=O)c1cc(S(=O)(=O)N(C)C)ccc1N1CCCC1` is listed as H9c2 TAG inh = 5; H9c2 TAG inh DAPI viability = 2

Remaining list, next part:
SMILES	H9c2 TAG inh	H9c2 TAG inh DAPI viability
COc1ccc(C)cc1NC(=O)NCc1ccco1	-5	1
O=C(C1=C[C@@H](c2csc3ccccc23)C[C@@H](OCCCCO)O1)N1CCN(Cc2ccc3c(c2)OCO3)CC1	-6	-10
COc1ccc(C(=O)COC(=O)c2n[nH]c3ccccc23)c(OC)c1	-9	-3
COc1ccc(NC(=O)c2cc(S(=O)(=O)N3CCOCC3)ccc2C)cc1S(=O)(=O)N1CCCCC1	1	-10
COc1ccc(S(=O)(=O)N2CCOCC2)cc1NC(=O)COc1ncnc2ccccc12	12	-5
COCCNC(=S)c1ccc(OC)cc1	15	2
CN(C)CCCN1C(=O)c2cccc3c([N+](=O)[O-])ccc(c23)C1=O	21	-10
O=C(NNC(=O)c1ccccc1[N+](=O)[O-])c1cccs1	-20	3
COC(=O)c1cccc(OCC(O)Cn2ccnc2)c1 (stereo not given)	3	2
COCCNC(=O)c1cc(C)ccc1C	1	6
Cc1[nH]c2ccccc2c1N=Nc1cc(C(=O)O)cc(C(=O)O)c1	9	-10
Cc1cccc2sc(NC(=O)CSc3nc4ccccc4o3)nc12	48	-5
CCOc1ccc(-c2nnc(-c3ccc(OC)cc3)o2)cc1	-21	6
COc1cc(/C=N/NC(=O)c2ccc(NC(=O)C3CCCCC3)cc2)ccc1O	8	3
Cc1cc(C)cc(OCC(=O)N2N=C(C(F)(F)F)CC2(O)C(C)(C)C)c1 (stereo not given)	-6	9
CCOC(=O)/C(C#N)=C\c1cc(OC)c(OC)cc1[N+](=O)[O-]	-6	2
COc1cccc(C2CC(=O)Nc3c2c(=O)[nH]c2ncnn32)c1 (stereo not given)	15	-11
CCCN(CCC)c1nc(NC2CCN(C(=O)OCC)CC2)nc(OC)n1	-30	11
